A549 tox – kills or reduces viability of A549 cells in Nrf2 counter-screen; AID 504648; 0.16% of 390,000 active; A549 ARE-Fluc cells, CellTiter-Fluor viability, 18-24 h; Potency, µM (titrated, usually from 46 µM), for the others: at the highest dose activity change, negative = cytotoxicity, most hits filed as inhibitors; also: potency is read from the fitted curve at half-maximal effect; % is scaled to controls: 0 for no effect and ±100 for the full control effect
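A549 ARE_Fluc cells in 5% FBS OPTI-MEM were exposed to compounds in concentration-response for 18-24 h at 37 deg C. Viability was read by CellTiter-Fluor fluorescence (Ex 405/Em 525) after 30 min, before the luciferase read.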
IL2 activator – IL-2 activation. IL-2 activation reporter assay, cell-based qHTS; stimulated with anti-CD3/CD4/CD28 beads; in transgenic mouse T cells. activation, % (series mostly up to about 46 µM). 0.065% of 360,000 active; in the data active = activation above about 50%; inconclusive = mostly about 30% to 49%; also: 0% is about no effect
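First, unstimulated transgenic mouse T cells were exposed to compound for 60 min. Next, anti-CD3/anti-CD4-coated beads with anti-CD28 were added. Finally, after 18 h at 37 degrees C, EGFP and DsRed were imaged.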
Nrf2 activator – activates Nrf2 signaling | AREc32 ARE-luciferase reporter (MCF7-derived line), luminescence, 24 h | Potency, µM (series often up to 46.1 µM), for inactives: top-dose activation, usual class: activators | 0.31% of 410,000 active | AID 624171; also: potency is read from the fitted curve at half-maximal effect; % of control where 0% means no effect; nearly all actives have a fitted effect of over 65% in size
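AREc32 cells carrying an ARE-driven firefly luciferase reporter were seeded at 1000 cells/well in OPTI-MEM with 5% FBS, then exposed to compound for 24 hr at 37 deg C. Luminescence was read with Steady-Glo after 30 min at RT.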
TGFb SMAD3 inh – TGF-b pathway inhibition; HepG2 CAGA-GFP TGF-b/SMAD3 reporter, GFP fluorescence, 18 h; TGF-beta stimulated, 500 pg/mL final; Potency, µM (series often up to 46.1 µM), without a hit: top-dose activity, negative = inhibition, actives largely listed as inhibitors; 1.2% of 410,000 active; AID 588855; also: potency is read from the fitted curve at half-maximal effect; % is scaled to controls: 0 for no effect and ±100 for the full control effect; nearly all actives have a fitted effect of over 65% in size
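GFP signal (ex488/em500-530) from TGF-beta-stimulated HEPG2 CAGA-GFP cells, 500 pg/mL final, 18 h at 37 degrees C in DMEM plus 1% FBS, normalized to unstimulated and DMSO-stimulated controls.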
S2 tox – cell viability loss in ATXN counter-screen | S2 cells (HEK-293 line with an ATXN2-luciferase reporter) viability, CellTiter-Fluor protease fluorescence, 24 h | Potency, µM (doses to about 56.7 µM), hits mostly cytotoxic | 0.49% of 400,000 active | AID 651635; also: potency is read from the fitted curve at half-maximal effect; nearly all actives have a fitted effect of over 40% in size
Nrf2 block – Nrf2 pathway inhibition. A549 ARE-Fluc reporter, luciferase luminescence, 18-24 h. Potency, µM (top dose mostly 46 µM), for the others: at the top dose activity change, negative = inhibition, usual class: inhibitors. 2.1% of 360,000 active; also: potency is read from the fitted curve at half-maximal effect; % is scaled to controls: 0 for no effect and ±100 for the full control effect; nearly all actives have a fitted effect of over 60% in size
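Concentration-response testing used A549 ARE_Fluc cells at 5000 cells/well. Following an 18-24 h compound incubation, viability was read by fluorescence (Ex 405/Em 525) and luciferase output by luminescence.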
ATXN2 expr inh – ATXN2 expression inhibition; HEK-293 ATXN2-luciferase reporter, luminescence, 24 h; Potency, µM (series often up to 57 µM), without a hit: top-dose activity change, negative = inhibition, most hits filed as inhibitors; 0.72% of 360,000 active; also: potency is read from the fitted curve at half-maximal effect; % is scaled to controls: 0 for no effect and ±100 for the full control effect; nearly all actives have a fitted effect of over 55% in size
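qHTS (up to 57 uM final) was run with 24 h compound exposure of reporter cells at 37 °C. Each well was multiplexed: SteadyGlo luminescence measured ATXN2-luciferase expression after a fluorogenic Gly-Phe-AFC viability readout (25 uM final).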
HepG2 tox – kills HepG2 cells in TGF-b inhibitor counter-screen. HepG2 CAGA-GFP viability, ATP luminescence, 18 h. 0.76% of 410,000 active. Potency, µM (top dose mostly 46.1 µM), for the others: top-dose activity change, negative = cytotoxicity, most hits filed as cytotoxic. AID 588856; also: potency is read from the fitted curve at half-maximal effect; some results filed as inactive show a strong effect at the top dose
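CellTiter-Glo luminescence gave cytotoxicity after 18 hours at 37 degrees C. The cells were HepG2 CAGA-GFP in 1% FBS DMEM, stimulated with 500 pg/mL TGF-beta after compound addition. %Activity was normalised to no-cell wells (complete cell-killing) and DMSO (no toxicity), and curves were fitted and classified.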
EPAC2 agonist – activates human EPAC2 exchange factor; Potency, µM (titrated, usually from 154 µM), without a hit: at the top dose activation, usual class: activators; EPAC2 activation, biochemical qHTS; response scale: 100% = 6.5 mM cAMP response; 0.079% of 360,000 active; also: potency is read from the fitted curve at half-maximal effect; nearly all actives have a fitted effect of over 50% in size
Target sequence (Q8WZA2 whole entry, looked up): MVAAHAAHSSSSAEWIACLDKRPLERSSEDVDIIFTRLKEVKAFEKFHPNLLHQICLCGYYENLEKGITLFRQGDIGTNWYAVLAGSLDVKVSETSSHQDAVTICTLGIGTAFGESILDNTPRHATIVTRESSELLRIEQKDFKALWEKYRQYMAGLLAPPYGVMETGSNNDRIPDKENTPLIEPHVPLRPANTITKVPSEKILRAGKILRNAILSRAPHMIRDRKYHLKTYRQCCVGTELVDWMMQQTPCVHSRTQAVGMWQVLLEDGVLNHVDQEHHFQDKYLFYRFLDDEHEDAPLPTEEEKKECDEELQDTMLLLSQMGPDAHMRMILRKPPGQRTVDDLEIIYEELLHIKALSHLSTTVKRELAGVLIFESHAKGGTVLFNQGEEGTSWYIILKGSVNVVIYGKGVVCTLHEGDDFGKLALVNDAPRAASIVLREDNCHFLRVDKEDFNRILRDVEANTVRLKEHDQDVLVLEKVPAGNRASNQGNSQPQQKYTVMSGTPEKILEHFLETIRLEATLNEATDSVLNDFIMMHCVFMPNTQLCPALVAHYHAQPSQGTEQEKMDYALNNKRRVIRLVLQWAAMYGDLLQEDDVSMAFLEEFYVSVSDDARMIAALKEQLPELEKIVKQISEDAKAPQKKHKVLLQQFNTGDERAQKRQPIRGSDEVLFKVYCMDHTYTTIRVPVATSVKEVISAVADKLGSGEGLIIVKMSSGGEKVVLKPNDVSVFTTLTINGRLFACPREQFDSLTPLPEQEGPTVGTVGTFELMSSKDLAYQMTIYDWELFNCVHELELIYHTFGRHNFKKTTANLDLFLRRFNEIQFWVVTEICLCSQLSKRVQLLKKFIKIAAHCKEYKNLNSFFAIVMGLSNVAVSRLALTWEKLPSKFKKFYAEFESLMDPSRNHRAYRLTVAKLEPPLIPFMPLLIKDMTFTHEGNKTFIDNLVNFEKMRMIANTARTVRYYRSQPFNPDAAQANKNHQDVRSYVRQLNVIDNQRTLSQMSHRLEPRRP
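Each well held 100 nM EPAC2, 250 nM RAP1B-BODIPY-GDP and 50 uM GDP. Fluorescence, read at 5-min intervals to 30 min, was referenced to a 6.5 mM cAMP positive control.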
An asterisk follows results filed as active; i = inactive; ? = inconclusive; . = not tested or not shown; [ ] = dose if it differs, or a comment. Unless noted, calls follow the shape of the dose curve; as a rule, active = well fitted curve in the direction sought with a large enough effect; inconclusive = small, poorly fitted or top-dose-only effect, or another doubt; inactive = no such curve, though single readings can be large; an effect the other way counts as inactive or inconclusive.

SMILES	A549 tox	IL2 activator	Nrf2 activator	TGFb SMAD3 inh	S2 tox	Nrf2 block	ATXN2 expr inh	HepG2 tox	EPAC2 agonist
COc1ccc2cc(CCNS(=O)(=O)c3c(C)cc(C)cc3C)c(=O)[nH]c2c1	1%	0.3	-0.3%	2%	i	-8%	21%	-2%	-7%
Cc1nc([N+](=O)[O-])c(N2CCOCC2)n1Cc1ccccc1	-3%	-0.3	-0.7%	-8%	i	0%	.	-19%	1%
COCCNC(=O)c1onc(CSc2ccccc2F)c1C(=O)O	2%	-3.2	-0.9%	13%	i	-1%	-5%	0%	2%
CN(C)CCCn1c(=S)[nH]c2sc3c(c2c1=O)CCCC3	1%	-3.0	5.8%	-23%	i	11%	11%	-12%	2%
O=C(NCCc1ccc(Cl)cc1)c1cccc(NC2=NC3CS(=O)(=O)CC3S2)c1 (centres undefined)	10%	-0.4	0.4%	-19%	i	2%	2%	-12%	0%
COc1ccc(C(=O)Nc2ccc(S(=O)(=O)N3CCOCC3)cc2)cc1[N+](=O)[O-]	0%	-0.4	-1.1%	-12%	i	-15%	-13%	-28%	15%
Cc1cccc(C(O)c2ncc(-c3ccc4ccccc4c3)[nH]2)c1C (centres undefined)	.	0.1	4.2%	1%	i	.	6%	-4%	13%
CCNC(=S)Nc1ccc(C)c(Cl)c1	2%	-3.2	2.1%	-25%	i	18%	-9%	-11%	6%
O=C(Cc1c(O)c2ccccc2[nH]c1=O)NCc1cccc(F)c1	12%	-1.7	-0.5%	-5%	i	.	2%	0%	10%
O=C(CCN1C(=O)/C(=C/c2ccccc2Cl)SC1=S)NN1CCOCC1	3%	1.4	0.3%	-2%	i	9%	2%	2%	-6%
CCc1ccc(S(=O)(=O)Nc2cccc(-c3ccc(N4CCCCC4)nn3)c2)s1	-27%	.	4.7%	-26%	?	.	0%	-17%	.
COc1cccc(Cn2c(=O)n(-c3cccc(Cl)c3C)c(=O)c3c4c(sc32)CN(C(C)=O)CC4)c1	-15%	.	0.5%	0%	?	.	?	0%	.
COc1ccc(NC(=O)C2=NN(c3ccccc3)C(=O)CC2)cn1	0%	-3.0	3.0%	7%	i	4%	8%	20%	-1%
O=C(Nc1ccc(Cl)cc1)NN1CC(=O)N(c2cccc(C(F)(F)F)c2)CC1=O	-12%	1.1	0.4%	4%	i	-2%	10%	8%	-4%
COc1cc(/C=C(\C#N)C(=O)N2CCCCC2)ccc1O	-16%	-0.4	3.0%	-4%	i	-15%	7%	-3%	8%
CCOCCOCCC(C(=O)O)P(=O)(c1ccccc1)c1ccccc1 (centres undefined)	10%	3.7	0.2%	?	i	25%	-3%	5%	4%
CCc1[nH]nc(C(=O)N2CCCC(N3CCN(c4ccccc4C)CC3)C2)c1C (centres undefined)	6%	-4.9	-0.6%	?	i	-19%	-5%	-14%	22%
FC(F)(F)c1ccccc1NC(=S)Nc1cccc2cnccc12	1%	-1.3	4.0%	14%	i	-18%	-21%	9%	13%
OCC[C@H]1C[C@@H](O)[C@H](O)[C@@]2(CCCc3ccccc3O2)O1	6%	0.3	-0.4%	7%	i	12%	-9%	-17%	12%
COc1ccc(-c2noc(CCC(=O)NCCc3cccc(C)c3)n2)cc1	-9%	-3.0	-0.8%	-15%	i	23µM*	2%	-1%	7%
COc1ccc(CN2C(=O)C(CC(=O)NCCc3ccccn3)CC(C(=O)N(C(C)C)C(C)C)=C2C)cc1 (centres undefined)	.	-0.9	-0.7%	10%	i	.	-2%	-14%	2%
CC1(C)Cc2nc3sc4c(SCC(=O)NCc5ccccc5)ncnc4c3cc2CO1	-18%	0.5	-0.3%	1%	.	-10%	.	1%	4%
O=C(NC1=NCCS1)c1ccc(Cl)c(S(=O)(=O)N2CCCCCC2)c1	3%	-0.1	3.2%	-29%	i	8%	.	-32%	15%
CC(/C=C/c1ccccc1)=N\NC(=O)Cn1nc(C)cc1C	0%	6.0	0.6%	4%	i	2%	2%	-23%	7%
CCOC(=O)c1ccc(N2C(=O)Cc3ccccc3C2=O)cc1	0%	0.3	-0.5%	-4%	i	-4%	1%	5%	18%
CCOc1ccccc1OCC(=O)OCC(=O)Nc1ncc(Cl)cc1Cl	2%	0.5	-1.7%	0%	i	4%	4%	-14%	5%
O=C(CN1CCC(C(=O)O)CC1)Nc1ccccc1Oc1ccccc1	1%	0.2	-1.2%	13%	i	-19%	-4%	1%	7%
Cc1ccc(C(O)Cn2nc(C)cc2C)cc1 (centres undefined)	6%	-0.2	0.1%	-1%	i	21%	3%	2%	6%
Cc1cc(C(=O)O)ccc1-n1c(C)cc(/C=C2\SC(=O)NC2=O)c1C	-21%	-2.1	0.1%	-3%	i	-14%	2%	1%	3%
Cc1[nH]nc2ncc(C(=O)c3cc(F)ccc3O)cc12	0%	2.2	-0.6%	19%	i	?	2%	20%	2%

Nothing new here: entries from further up.
SMILES	A549 tox	IL2 activator	Nrf2 activator	TGFb SMAD3 inh	S2 tox	Nrf2 block	ATXN2 expr inh	HepG2 tox	EPAC2 agonist
COc1ccc(-c2noc(CCC(=O)NCCc3cccc(C)c3)n2)cc1	-9%	-3.0	-0.8%	-15%	i	23µM*	2%	-1%	7%
COc1ccc(CN2C(=O)C(CC(=O)NCCc3ccccn3)CC(C(=O)N(C(C)C)C(C)C)=C2C)cc1 (centres undefined)	.	-0.9	-0.7%	10%	i	.	-2%	-14%	2%
CC1(C)Cc2nc3sc4c(SCC(=O)NCc5ccccc5)ncnc4c3cc2CO1	-18%	0.5	-0.3%	1%	.	-10%	.	1%	4%
O=C(NC1=NCCS1)c1ccc(Cl)c(S(=O)(=O)N2CCCCCC2)c1	3%	-0.1	3.2%	-29%	i	8%	.	-32%	15%
CC(/C=C/c1ccccc1)=N\NC(=O)Cn1nc(C)cc1C	0%	6.0	0.6%	4%	i	2%	2%	-23%	7%
CCOC(=O)c1ccc(N2C(=O)Cc3ccccc3C2=O)cc1	0%	0.3	-0.5%	-4%	i	-4%	1%	5%	18%
CCOc1ccccc1OCC(=O)OCC(=O)Nc1ncc(Cl)cc1Cl	2%	0.5	-1.7%	0%	i	4%	4%	-14%	5%
O=C(CN1CCC(C(=O)O)CC1)Nc1ccccc1Oc1ccccc1	1%	0.2	-1.2%	13%	i	-19%	-4%	1%	7%
Cc1ccc(C(O)Cn2nc(C)cc2C)cc1 (centres undefined)	6%	-0.2	0.1%	-1%	i	21%	3%	2%	6%

(further entries)
SMILES	A549 tox	IL2 activator	Nrf2 activator	TGFb SMAD3 inh	S2 tox	Nrf2 block	ATXN2 expr inh	HepG2 tox	EPAC2 agonist
NC(=O)CC(NC(=O)c1ccccc1)c1ccc(NC2CCC2)c([N+](=O)[O-])c1 (centres undefined)	-7%	1.2	0.2%	-37%	i	-24%	2%	-13%	10%
Cc1ccccc1NC(=O)c1cccc(S(=O)(=O)N2CCCCC2)c1	-1%	-0.8	0.4%	-2%	i	-9%	-1%	1%	4%
CCCN(CCC)C(=O)CC(c1ccccc1)c1ccc(C)cc1O (centres undefined)	-3%	-2.8	0.2%	?	i	-19%	-4%	-25%	4%
C/C(Cn1cnc([N+](=O)[O-])n1)=N\NC(=O)c1ccccc1	2%	-1.3	5.7%	24%	i	?	12%	-2%	-10%
O=C(NCc1ccco1)c1cccc2c1C(=O)c1ccc(/C=C/c3ccccc3)cc1S2(=O)=O	-8%	-0.5	0.5%	?	i	-10%	-18%	-39%	-15%
O=[N+]([O-])c1cc(Br)c(O)c(/C=N/Nc2nnnn2-c2cccc3ccccc23)c1	-18%	-1.4	0.7%	?	i	16%	-23%	-93%	-6%
CCOC(=O)c1c(S(=O)(=O)NCC(=O)N(C)Cc2ccccc2)c(C)n(C)c1C	1%	.	0.1%	6%	i	.	-1%	-8%	.
COc1ccc(-n2cnnc2SCC(=O)Nc2cc(C(C)(C)C)nn2-c2ccccc2)cc1	-3%	-0.3	0.0%	1%	i	-18%	-9%	-7%	-17%
COCCCNC(=S)N1CCN(C(=O)c2ccco2)CC1	1%	2.1	0.0%	-16%	i	5%	-8%	-48%	5%
CC(=O)OC[C@H]1O[C@@H](O[C@H]2C[C@]3(C)C(C[C@@H](O)C4C([C@]5(C)CC[C@@H](C(C)(C)O)O5)CC[C@]43C)[C@@]3(C)CC[C@H](O)C(C)(C)C23)[C@H](O[C@@H]2O[C@@H](C)[C@H](O)[C@@H](O)[C@H]2O)[C@@H](O)[C@@H]1O (some centres undefined)	1%	-0.3	-1.0%	-26%	i	4%	8%	-3%	1%
CCCNC(=O)CSc1nc(Cc2ccccc2)nc2ccccc12	5%	2.6	3.7%	-25%	i	-19%	7%	-10%	7%
CC(C)(C)c1nnc(NC(=O)C2CC(=O)N(CCc3ccc(F)cc3)C2)s1 (centres undefined)	-1%	-0.6	-0.5%	2%	i	?	-2%	1%	10%
CCOc1ccc(N2C(=O)CNC2=S)cc1	1%	-0.4	0.7%	13%	i	-3%	9%	3%	6%
CN1C[N+]([O-])=C(c2ccccc2)C1(C)C	-4%	1.1	-0.2%	-2%	i	15%	7%	5%	13%
O=C(Nc1ccccc1Cl)Nc1ccnn1C1CCN(C(=O)c2cscn2)CC1	17%	2.0	0.3%	-3%	i	?	-7%	1%	1%
CC(C(=O)N(C)C1CCS(=O)(=O)C1)N1C(=O)/C(=C/c2ccc(F)cc2)SC1=S (centres undefined)	-13%	-2.7	12%	?	i	?	31%[activator]	-6%	1%

No enrichment for hits. About 4.3% of those tested had a hit in this group.
